IL-1B inflam inh: blocks inflammasome-driven IL-1 beta release; THP-1 LPS/ATP IL-1B secretion, AlphaLISA, 16 h; active compounds read low; activity change, % at 57.5 µM; 360,000 tested, 4.7% active; in the data active = activity change below about -50%; inconclusive = mostly about -30% to -49%; also: % is scaled to controls: 0 for no effect and ±100 for the full control effect
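Secreted IL-1B measured by AlphaLISA bead assay after 16 h compound exposure of THP-1 cells; compounds (final up to 57.5 uM) added 1 h before LPS (250 ng/mL) and ATP (1.25 mM) stimulation; lower signal means less secretion.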
KB-V1 cytotox: kills drug-selected multidrug resistant KB-V1 cells. AID 1347076. 400,000 tested, 3.4% active. Potency, µM (titrated, usually from 46.1 µM), inactives show at the highest dose activity change, negative = cytotoxicity, usual class: cytotoxic. KB-V1 MDR cells viability, CellTiter-Glo, 72 h; also: potency is read from the fitted curve at half-maximal effect; % is scaled to controls: 0 for no effect and ±100 for the full control effect; nearly all actives have a fitted effect of over 60% in size
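Potencies derive from concentration-effect curves fitted to normalized luminescence (CellTiter-Glo) of KB-V1 cells treated for 72 h at 37 degrees C in phenol-red-free DMEM containing 10% FBS.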
WRN helicase inh: WRN helicase (human) inhibition; Q14191; WRN helicase unwinding, fluorescent forked duplex, kinetic; Potency, µM (doses to about 114 µM), without a hit: at the highest dose activity change, negative = inhibition, most hits filed as inhibitors; 360,000 tested, 0.46% active; also: potency is read from the fitted curve at half-maximal effect; % is scaled to controls: 0 for no effect and ±100 for the full control effect; nearly all actives have a fitted effect of over 55% in size
Target sequence (Q14191 whole entry, looked up): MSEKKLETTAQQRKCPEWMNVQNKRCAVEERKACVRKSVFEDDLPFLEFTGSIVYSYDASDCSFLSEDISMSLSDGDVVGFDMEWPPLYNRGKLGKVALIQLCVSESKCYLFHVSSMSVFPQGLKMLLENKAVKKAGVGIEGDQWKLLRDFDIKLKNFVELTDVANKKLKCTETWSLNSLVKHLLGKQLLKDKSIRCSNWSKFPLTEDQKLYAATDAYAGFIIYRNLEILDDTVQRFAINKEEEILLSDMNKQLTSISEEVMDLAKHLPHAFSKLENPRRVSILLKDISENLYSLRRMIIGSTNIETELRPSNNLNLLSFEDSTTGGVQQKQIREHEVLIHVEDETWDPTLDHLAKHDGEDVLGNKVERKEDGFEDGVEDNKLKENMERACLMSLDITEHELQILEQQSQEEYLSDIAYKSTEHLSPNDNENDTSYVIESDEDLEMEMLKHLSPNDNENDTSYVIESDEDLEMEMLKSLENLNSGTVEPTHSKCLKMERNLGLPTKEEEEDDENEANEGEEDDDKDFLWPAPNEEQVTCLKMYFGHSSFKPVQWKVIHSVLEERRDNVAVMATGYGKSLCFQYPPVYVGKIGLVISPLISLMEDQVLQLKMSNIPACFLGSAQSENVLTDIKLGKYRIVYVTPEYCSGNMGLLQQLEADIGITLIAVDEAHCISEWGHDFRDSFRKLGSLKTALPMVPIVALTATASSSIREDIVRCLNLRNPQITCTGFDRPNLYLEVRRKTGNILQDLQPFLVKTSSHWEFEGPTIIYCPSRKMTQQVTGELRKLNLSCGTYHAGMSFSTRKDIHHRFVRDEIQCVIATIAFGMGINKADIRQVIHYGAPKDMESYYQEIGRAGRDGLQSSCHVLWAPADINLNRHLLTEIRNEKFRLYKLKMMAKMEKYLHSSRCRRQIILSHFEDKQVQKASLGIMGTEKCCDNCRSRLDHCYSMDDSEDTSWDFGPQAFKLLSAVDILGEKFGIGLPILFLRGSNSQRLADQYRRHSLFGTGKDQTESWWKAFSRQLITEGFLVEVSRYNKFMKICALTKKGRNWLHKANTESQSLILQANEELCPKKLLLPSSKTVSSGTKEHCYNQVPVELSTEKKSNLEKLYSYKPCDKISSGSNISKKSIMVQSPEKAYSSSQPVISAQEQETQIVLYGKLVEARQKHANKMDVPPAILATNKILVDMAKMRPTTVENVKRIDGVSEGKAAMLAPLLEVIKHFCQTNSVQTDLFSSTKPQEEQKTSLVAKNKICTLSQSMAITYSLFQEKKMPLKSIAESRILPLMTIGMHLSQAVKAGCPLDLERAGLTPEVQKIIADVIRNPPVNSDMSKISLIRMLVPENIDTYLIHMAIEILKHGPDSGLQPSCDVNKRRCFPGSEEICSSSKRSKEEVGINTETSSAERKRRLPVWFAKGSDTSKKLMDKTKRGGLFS
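Fluorescence dequenching readout, ex 525 nm/em 598 nm, kinetic mode: forked duplex DNA (100 nM final) with adjacent fluorophore and quencher unwound by WRN (20 nM final) with 2 mM ATP. Compound preincubation 15 min, room temperature.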
HT1080-NT tox: kills 2HG-producing HT-1080-NT fibrosarcoma cells. HT-1080-NT fibrosarcoma viability, CellTiter-Glo ATP luminescence, 48 h. Potency, µM (series often up to 46.1 µM), for the others: at the highest dose activity, negative = less viability, actives largely listed as cytotoxic. 360,000 tested, 1.6% active. AID 686970;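 also: NT is the 2HG producing partner of a matched IDH1 knockdown line; potency is read from the fitted curve at half-maximal effect; 0% = DMSO-treated cells and -100% = media-only wells without cells; nearly all actives have a fitted effect of over 55% in size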
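HT-1080-NT; 750 cells/well; 5% FBS RPMI; 48 h compound, 37 degrees C; CellTiter-Glo luminescence; curve fitting and curve-class assignment.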
HT1080 IDH1KD tx: kills HT-1080 cells with IDH1 knockdown | HT-1080 IDH1 knockdown viability, ATP luminescence, 48 h | Potency, µM (highest dose often 46.1 µM), for the others: at the highest dose activity, negative = toxicity, hits mostly cytotoxic | 360,000 tested, 2% active;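 also: potency is read from the fitted curve at half-maximal effect; 0% = DMSO wells and -100% = cell-free medium wells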
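In this qHTS, HT-1080 cells depleted of IDH1 are exposed for 48 h at 37 °C to compound titrations. Toxicity is scored from CellTiter-Glo luminescence, with DMSO as full viability and medium alone as none.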
KB-3-1 cytotox: KB-3-1 parental cell cytotoxicity. KB-3-1 viability, CellTiter-Glo ATP luminescence, 72 h. Potency, µM (highest dose often 46.1 µM), for the others: top-dose activity change, negative = cytotoxic, usual class: cytotoxic. 400,000 tested, 1.4% active. AID 1347075; also: potency is read from the fitted curve at half-maximal effect; % is scaled to controls: 0 for no effect and ±100 for the full control effect; nearly all actives have a fitted effect of over 60% in size
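Viability of parental KB-3-1 cells, measured by CellTiter-Glo luminescence, followed a 72 h incubation at 37 °C with pinned compounds in phenol-red-free DMEM containing 10% FBS.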
ATXN2 expr inh: reduces ATXN2 reporter expression in HEK-293 cells; Potency, µM (titrated, usually from 57 µM), for inactives: at the highest dose activity change, negative = inhibition, usual class: inhibitors; 360,000 tested, 0.72% active; HEK-293 ATXN2-luciferase reporter, luminescence, 24 h; AID 1745845; also: potency is read from the fitted curve at half-maximal effect; % is scaled to controls: 0 for no effect and ±100 for the full control effect; nearly all actives have a fitted effect of over 55% in size
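ATXN2-luciferase reporter cells (luciferase flanked by upstream and downstream ATXN2 gene portions) were treated 24 h at 37 °C with compounds at up to 57 uM. SteadyGlo luminescence gave expression; GF-AFC fluorescence gave viability.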
SW480 rereplic: DNA re-replication induction in SW480 cells | SW480 DNA re-replication, Hoechst DNA content imaging, 48 h | Potency, µM (series often up to 46.1 µM), for inactives: at the highest dose re-replication activation, hits mostly activators | 340,000 tested, 1.8% active | AID 624297; also: potency is read from the fitted curve at half-maximal effect; % of control where 0% means no effect; nearly all actives have a fitted effect of over 55% in size
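Image-based DNA-content assay: after two days of treatment, nuclei were labelled with the DNA dye Hoechst and imaged, and hits were compounds raising the count of nuclei showing high fluorescence intensity.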
MCF10A rerep: DNA re-replication induction in MCF 10a cells. Potency, µM (series often up to 46.1 µM), for inactives: at the highest dose activity, positive = re-replication, actives largely listed as activators. MCF 10A DNA re-replication, Hoechst nuclear intensity, 48 h. 350,000 tested, 2.9% active. AID 624296; also: potency is read from the fitted curve at half-maximal effect; % of control where 0% means no effect; nearly all actives have a fitted effect of over 50% in size
Starred values were filed as active, the others as inactive; ? = inconclusive; / = no result given; & = joins results of further samples; [ ] = remark or other dose. Unless noted, calls follow the shape of the dose curve; as a rule, active = well fitted curve in the direction sought with a large enough effect; inconclusive = small, poorly fitted or top-dose-only effect, or another doubt; inactive = no such curve, though single readings can be large; an effect the other way counts as inactive or inconclusive.

Second line of a record: IL-1B inflam inh	KB-V1 cytotox	WRN helicase inh	HT1080-NT tox	HT1080 IDH1KD tx	KB-3-1 cytotox	ATXN2 expr inh	SW480 rereplic	MCF10A rerep
(1) C/C(Cl)=C\Cn1c(O)c(N=NC(N)=S)c2ccccc21
→ -4.5	9.2µM*	-7.0%	-29.6%	-24.3%	?	23.8µM*	?	14.9%
(2) O=C(O)COc1ccccc1/C=N/NC(=O)CSc1nnc(SCc2ccccc2)s1
→ 37.3	4.0%	-6.2%	-1.5%	-5.6%	6.3%	-13.0%	1.2%	-3.6%
(3) O=C1COC(c2ccccc2O)=NN1CCCl
→ 6.9	7.0%	8.3%	6.0%	9.1%	7.7%	/	/	/
(4) CCOCCCN(C)C1CCN(S(=O)(=O)c2csc(C(N)=O)c2)CC1
→ -5.3	?	-3.4%	25.7%	7.8%	17.6%	16.4%	10.6%	6.8%
(5) OC(c1ccc(F)cc1)c1nc(-c2ccccc2)cs1 (stereo not given)
→ 1.4	5.0%	-3.4%	-0.9%	-21.9%	0.0%	50.7%[activator]	/	/
(6) COc1ccc(C2CC3(CC(C)(C)NC(=S)N3)Oc3cc(O)cc(C)c32)cc1OC (stereo not given)
→ -5.5	-1.2%	3.8%	2.3%	-6.0%	-0.6%	-27.1%	28.4%	-5.8%
(7) CCOC(=O)/C(C#N)=C/c1cc(C)n(-c2ccccc2)c1C
→ -12.4	9.2µM*	-9.0%	4.1%	11.9%	-18.3%	96.0%[activator]	-0.4%	?
(8) CC1=CC(C)(C)N2C(=O)C3(C(C#N)=C(N)Oc4cc(O)ccc43)c3cccc1c32 (stereo not given)
→ -7.2	6.2%	-15.2%	-3.8%	-1.8%	?	-19.6%	?	26.1%
(9) CN(C1=C(NC(=O)c2ccc(Cl)cc2)C(=O)c2ccccc2C1=O)c1ccccc1
→ -73.6*	?	-0.4%	-20.7%	-29.3%	?	?	?	?
(10) CCn1cc(C(=O)NC(=S)Nc2ccccc2[N+](=O)[O-])cn1
→ -2.1	0.0%	-10.4%	-5.1%	1.2%	0.0%	22.6%	3.8%	2.6%
(11) COC(=O)c1cc(C(=O)c2c(C)cc3ccccn23)cc([N+](=O)[O-])c1
→ 34.2	-2.2%	-9.1%	16.4µM*	?	?	0.0%	?	?
(12) Cc1nn(C)c(Cl)c1CN1CCC(n2nccc2NC(=O)C2CCCC2)CC1
→ 22.9	-1.2%	-3.2%	-0.1%	2.2%	-2.5%	-2.5%	4.9%	1.0%
(13) Cc1ccc(-n2c(=O)c3ccc(C(=O)NCc4ccco4)cc3n(Cc3ccccc3C#N)c2=O)cc1
→ 14.2	-1.7%&1.8%	-4.0%	2.4%	-12.1%	7.9%&12.4%	-4.2%&0.0%	-4.1%	11.9%
(14) O=C(CCc1ccccc1)NNC(=S)Nc1ccc(F)cc1
→ 9.2	-12.1%	1.7%	6.5%	-1.5%	0.7%	-2.2%	-2.1%	-0.4%
(15) Cc1cc(NC(=O)CSCC(=O)OC(C)C(=O)N(C)Cc2ccccc2)no1 (stereo not given)
→ -8.4	2.6%	4.5%	10.1%	5.7%	0.6%	21.9%	-434.0%[inhibitor]	2.1%
(16) Cc1ccc(-c2nn(-c3ccccc3)cc2C(=O)NCC(c2cccs2)N2CCOCC2)cc1 (stereo not given)
→ ?	3.9%	-9.6%	-6.0%	-1.4%	-8.9%	1.2%	8.5%	3.7%
(17) Oc1ccc(N=Nc2ccc3c(c2)OCCO3)c2cccnc12
→ 44.5	?	-0.3%	?	1.3µM*	?	?	0.1%	25.8%
(18) CC(C)c1ccc(S(=O)(=O)N2CCN(C(=O)[C@@H]3CCCN3C(=O)c3cccs3)CC2)cc1
→ 5.1	-27.2%	-6.1%	-11.0%	-2.2%	-13.4%	-13.6%	11.7%	7.6%
(19) CC(C)C[C@H]1CN(CCCC[C@@H]2CNC(=O)C(=O)N2CC2CCCCC2)C(=O)C(=O)N1Cc1ccccc1
→ -5.3	?	-5.8%	7.4%	0.2%	7.3%	4.7%	/	/
(20) O=C(O)c1ccc(/C=N/NC(=O)C(O)(c2ccccc2)c2ccccc2)cc1
→ -8.4	3.0%	-3.7%	-1.7%	9.1%	0.0%	1.8%	?	-15.3%
(21) CC(C)c1nnc(NC(=O)C2CCN(S(=O)(=O)c3ccc(-n4cnnn4)cc3)CC2)s1
→ -8.6	-13.9%	-4.0%	-1.9%	9.8%	0.2%	/	-0.8%	8.2%
(22) CC(C)c1cc(CN2CCN(CCC#N)CC2)cc(C(C)C)c1O
→ -7.7	-2.0%	-8.9%	18.8%	10.4%	-8.4%	-0.5%	1.7%	15.4%
(23) O=[N+]([O-])c1cccc(C2=NCCS2)c1
→ -3.0	?	5.8%	24.9%	17.6%	5.3%	0.9%	0.3%	23.6%
(24) Cc1ccsc1/C=c1\sc2ncnn2c1=O
→ 12.3	-7.4%	-21.9%	8.6%	7.1%	-16.1%	5.1%	-2.0%	1.3%
(25) CC(SCc1ccccc1)C(=O)Nc1ccc2c(c1)OCO2 (stereo not given)
→ -12.9	18.4µM*	-4.8%	5.4%	3.8%	-14.6%	41.6%[activator]	-9.3%	0.8%
(26) Cc1cccn2c(CN[C@@H]3CCCC[C@H]3c3ccccc3)c(C(=O)N3CCOCC3)nc12
→ 2.2	-0.9%	13.6%	21.1%	22.1%	-8.3%	-19.0%	4.2%	5.3%
(27) CC1(C)Cc2c(sc3[nH]c(=S)n(Cc4ccccc4)c(=O)c23)CO1
→ 66.0	?	-6.3%[57.1 µM]	?	-20.3%[9.24 µM]	?	?	-0.4%	-0.7%
(28) CSc1nnc(C)c(=O)n1COC(=O)COc1ccc(F)cc1
→ 20.5	12.8%	-13.6%	10.6%	11.3%	-4.2%	0.5%	-7.1%	0.1%
(29) CCCN1C(=O)c2ccc(C(=O)NCc3ccco3)cc2C1=O
→ ?	1.6%	0.9%	-13.8%	-17.0%	0.2%	7.7%	-4.4%	-0.2%
(30) Oc1ccc(C23CC4CC(CC(C4)C2)C3)cc1O
→ ?	9.3%	-6.5%	-2.2%	-14.4%	3.0%	/	23.3%	10.9%
(31) COCCCNC(=S)Nc1ccc(N2CCCCC2)cc1
→ -22.4	-18.7%	-1.7%	-4.8%	-0.2%	-7.6%	16.2%	18.1%	8.4%
(32) CCCC(=O)N1CCN(C2=NS(=O)(=O)c3ccccc32)CC1
→ -9.0	-1.1%	11.1%	1.4%	4.3%	6.8%	1.5%	-22.1%	11.5%
(33) Nc1nnc(SCC(=O)NC2CCCCC2)n1-c1ccccc1
→ 14.8	0.6%	6.3%	7.3%	1.7%	16.3%	-4.7%	-0.3%	-8.8%
(34) NCCC1CN(C(=O)OCc2ccccc2)c2ccccc21 (stereo not given)
→ -10.2	-1.3%	5.3%	-17.9%	?	10.2%	8.2%	10.3µM*	-7.0%
(35) O=c1c2ccccc2nc(/C=C/c2cc(Br)ccc2O)n1CCO
→ -97.7*	?	-13.8%	-13.2%	-17.5%	?	/	?	14.6µM*
(36) COc1ccc(NC(=S)NCc2cccnc2)cc1
→ -18.3	?	-2.3%	17.7%	18.3%	?	-2.3%	5.4%	8.1%
(37) CC(C)Oc1ccc(C2CC(=O)NC2=O)cc1 (stereo not given)
→ 0.1	-2.3%	7.2%	7.2%	18.8%	-7.1%	-11.0%	-2.5%	-3.0%
(38) CCOC(=O)C1CCN(C(=O)c2cccc(NS(=O)(=O)c3ccc(F)c(F)c3)c2)CC1
→ -101.0*	-14.4%	16.5%	15.1%	2.5%	19.6%	-23.0%	-0.9%	-4.2%
(39) C[C@H](CO)N1C[C@H](C)[C@H](CN(C)C(=O)Nc2ccc(C(F)(F)F)cc2)Oc2ncc(-c3cccnc3)cc2C1=O
→ -5.3	5.7%	-4.9%	1.4%	-6.8%	4.2%	-4.2%	/	/
(40) Cc1cccc(C)c1NC(=O)CNC(=O)c1ccc2c(c1)NC(=O)CS2
→ 15.2	?	1.9%	-5.1%	-1.4%	-28.9%	6.3%	-0.2%	0.1%
(41) COc1ccc(CC(=O)OCC(=O)N2c3ccccc3CC2C)cc1OC (stereo not given)
→ -0.3	24.7%	9.2%	-2.4%	-2.9%	8.4%	/	/	/
(42) Fc1ccccc1OCCSc1nc2ccccc2o1
→ 21.8	0.0%	-23.0%	13.4%	12.9%	4.6%	67.1%[activator]	-4.6%	1.3%
(43) CC1Cc2nc(SCC(N)=O)n(C)c(=O)c2S1 (stereo not given)
→ -23.2	-10.6%	1.7%	-11.9%	9.6%	9.5%	-7.9%	2.9%	2.9%
(44) CCCNC(=O)c1ccc(S(N)(=O)=O)cc1
→ 24.5	-3.8%	11.7%	27.8%	26.1%	3.6%	19.1%	-0.6%	7.4%
(45) CN1C[C@@H]2[C@@H]3C(=O)N(C)C(=O)[C@@H]3[C@](C)(C1=O)N2C(=O)c1ccc(Cl)c(Cl)c1
→ -11.7	6.4%	3.6%	4.9%	4.0%	2.4%	5.0%	-2.5%	20.1%

Along the list, quoted from above:
Compounds 35–38 in ATXN2 expr inh: /, -2.3%, -11.0%, -23.0%
Compounds 35–38 in MCF10A rerep: 14.6µM*, 8.1%, -3.0%, -4.2%
